# Screening results (PubChem)
# HePTP inh = inhibitors of human HePTP phosphatase; recombinant HePTP phosphatase activity, OD absorbance; P35236; inhibition, % at 20 µM; AID 521; 110,000 tested, 0.64% active; in the data active = inhibition above about 50%;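 also: plate controls were vehicle for no effect and reference inhibitor for full effect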
# Target sequence (P35236 whole entry, looked up): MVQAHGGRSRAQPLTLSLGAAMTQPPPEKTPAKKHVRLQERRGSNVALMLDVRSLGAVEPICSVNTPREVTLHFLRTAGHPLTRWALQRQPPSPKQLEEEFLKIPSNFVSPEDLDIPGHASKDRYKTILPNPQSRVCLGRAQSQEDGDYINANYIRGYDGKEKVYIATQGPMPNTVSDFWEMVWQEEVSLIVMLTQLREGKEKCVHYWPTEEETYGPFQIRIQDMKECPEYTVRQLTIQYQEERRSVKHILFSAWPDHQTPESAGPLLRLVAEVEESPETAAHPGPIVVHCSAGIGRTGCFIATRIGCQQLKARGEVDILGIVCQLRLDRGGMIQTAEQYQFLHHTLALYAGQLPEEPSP
# BAP1 block = blocks human BAP1 ubiquitin-AMC hydrolysis | Q92560 | recombinant BAP1, Ub-AMC hydrolysis fluorescence kinetic; stronger effect = lower value | activity remaining (% of control), % at 20 µM | 72,000 tested, 0.48% active;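 active = activity remaining at or below 50% of control, provided the compound also passes the data quality filters; inactive = the rest, including low values that fail the filters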;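 also: 100% = DMSO wells rate and 0% = substrate alone blank rate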
# Target sequence (Q92560 whole entry, looked up): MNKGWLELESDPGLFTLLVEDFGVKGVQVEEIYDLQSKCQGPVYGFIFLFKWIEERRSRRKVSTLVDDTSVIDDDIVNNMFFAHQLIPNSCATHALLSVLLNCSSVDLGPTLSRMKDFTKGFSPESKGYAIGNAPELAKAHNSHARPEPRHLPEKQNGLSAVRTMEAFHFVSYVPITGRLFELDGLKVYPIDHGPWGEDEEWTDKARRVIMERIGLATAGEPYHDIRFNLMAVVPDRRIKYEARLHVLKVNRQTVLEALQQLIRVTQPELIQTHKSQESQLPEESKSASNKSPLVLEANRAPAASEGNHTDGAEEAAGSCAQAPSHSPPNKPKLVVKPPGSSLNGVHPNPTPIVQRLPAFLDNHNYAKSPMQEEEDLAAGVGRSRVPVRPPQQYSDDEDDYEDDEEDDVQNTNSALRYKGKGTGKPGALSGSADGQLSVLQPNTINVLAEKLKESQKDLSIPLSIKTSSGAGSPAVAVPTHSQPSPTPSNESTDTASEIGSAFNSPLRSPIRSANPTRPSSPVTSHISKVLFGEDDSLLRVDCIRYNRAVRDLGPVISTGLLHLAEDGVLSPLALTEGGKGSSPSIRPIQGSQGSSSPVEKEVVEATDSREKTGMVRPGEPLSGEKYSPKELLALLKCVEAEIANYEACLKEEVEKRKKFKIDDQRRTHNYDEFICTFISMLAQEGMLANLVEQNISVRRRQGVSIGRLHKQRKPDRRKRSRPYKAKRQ
# Active calls of the source: *; . = not tested or not shown; & = joins results of further samples; ! = not confirmed by another sample.
SMILES,HePTP inh,BAP1 block
O=[N+]([O-])c1ccc(/C=N/C(=S)NNc2ccccc2)o1,5.0,.
CSCCC1C(C#N)=C(N)Oc2n[nH]c(-c3cccs3)c21 (stereo unspecified),2.8,95.7
Cc1cccc(CN2CCN(Cc3ccncc3)CC2)c1,5.5,.
COc1cccc(C2NC(=S)NC(C)=C2C(=O)Nc2ccc(C)cc2)c1 (stereo unspecified),0.8,.
COc1cccc(/C=N/Nc2nc(N3CCCCC3)nc(N3CCCCC3)n2)c1,12.5,.
c1ccc2c(c1)Cc1cc(CN3CCOCC3)ccc1-2,3.4,93.5
CNC(=O)CN(C1CCCCC1)S(=O)(=O)c1ccc(OC)c(Cl)c1,0.7,153.0
C=CCn1c(=O)c2ccccc2n2c(SCc3nc(N)nc(Nc4ccccc4C)n3)nnc12,7.4,84.9
COc1cccc2c1NC(c1cccc3ccccc13)C1CC=CC21 (stereo unspecified),8.5,.
Nc1nonc1NC(=O)N/N=C\c1ccccc1F,-6.3,.
O=C(Nc1ccc2c(c1)OCO2)C1Cc2ccccc2CN1S(=O)(=O)c1cccs1 (stereo unspecified),1.4,101.4
Cc1ccc(NC(=O)C2CC=CCC2C(=O)O)c(Br)c1 (stereo unspecified),-8.9,.
O=C(CCCCn1c(=O)c2ccccc2n(CC(=O)Nc2ccc(F)cc2)c1=O)NCc1ccco1,2.3,98.5
Cc1nn(C)c(C)c1S(=O)(=O)N(CC(=O)NCCN1CCOCC1)c1ccc(C(C)C)cc1,-3.9,104.8
CCCC1C(c2ccccc2)NC(c2ccccc2)C(C)C1(O)CCC (stereo unspecified),0.8,.
O=C(Cc1ccccc1)Nc1ccc(NC(=O)C2CC2)nc1,-0.6,113.6
CC(=O)C(C(C)=O)C(NC(=O)c1cccnc1)(C(F)(F)F)C(F)(F)F,9.1,99.9
O=C(Cn1cnc2ccccc21)Nc1cc(C(F)(F)F)ccc1N1CCOCC1,9.8,98.2
CCn1c2ccccc2c2cc(NC(=O)c3ccco3)ccc21,1.7,74.2
Cc1c(OCC(=O)O)ccc2c1oc(=O)c1ccccc12,-1.5,.
CCOc1ccc2c3c(c(=O)oc2c1)CCCC3,.,448.1
COc1cc(/C=C2\C(=O)NC(=O)N(c3ccc(C)cc3)C2=O)c(Br)cc1O,-1.3,.
Cc1cc(C)c(NC(=O)c2ccccc2[N+](=O)[O-])c(C)c1,-12.6,.
CC(C)Cn1c(CCCN2C(=O)c3ccccc3C2=O)nc2ccccc2c1=O,4.1,.
O=[N+]([O-])c1cccc(-c2nc(-c3ccc(Cl)cc3)no2)c1,-5.4,.
Nc1nc(SCC(=O)C23CC4CC(CC(C4)C2)C3)n[nH]1,3.8,123.1
COc1ccc(Cl)cc1C(=O)Nc1cccc(C)n1,9.2,.
O=C1CCCCC1Oc1ccc2c3c(c(=O)oc2c1)CCC3 (stereo unspecified),-10.7,.
O=C1NN(c2ccc(Cl)c(Cl)c2)C(=O)/C1=C/c1ccc(Cl)cc1,23.3,.
O=C(CN1CCCC1=O)NC1(C(F)(F)F)NC(=O)N(Cc2ccccc2)C1=O (stereo unspecified),11.3,93.6
Cc1ccc(-n2nnnc2SCC(=O)N2CCc3ccccc3C2)c(C)c1,-1.0,71.8
O=C1NC(=O)/C(=C\c2ccncc2)S1,-2.4,.
Oc1c(I)cc(I)cc1C=Nc1ccc2c(c1)oc1ccccc12,-5.5,.
CCn1cnc2sc(C(=O)N3CCN(c4ccc(OC)cc4)CC3)c(C)c2c1=O,1.6,121.8
COc1ccc2oc(=Nc3ccccc3)c(C(=O)NC(C)=O)cc2c1,.,94.8
CC(=O)/C=C(/C)NC(Cc1c[nH]c2ccccc12)C(=O)O (stereo unspecified),2.8,89.9
CS(=O)(=O)N(CC(=O)NCCSc1ccc(Cl)cc1)c1ccc2c(c1)OCO2,0.7,.
Cn1nc(C(=O)NCc2ccccn2)c2ccccc2c1=O,-5.5,84.5
COc1ccccc1N(CN1CCCC1=O)C(=O)c1c(F)cccc1F,6.5,105.2
O=[N+]([O-])c1cccc(Cl)c1N1CCOCC1,6.7,.
CCCCC(CC)CNC(=O)c1ccc2c(c1)OCO2 (stereo unspecified),5.5,97.6
Nc1nnnn1N=C1CCCCC1,5.2,121.1
Cc1ccccc1OCC(=O)Nc1ccc(Cl)c(C(F)(F)F)c1,12.2,.
COc1ccc(OC)c(NC(=O)CCN2CCC(C)CC2)c1,-5.1,100.4
COc1ccc(-c2nnn(CC(=O)c3ccccc3)n2)cc1OC,6.1,107.8
CSc1ccccc1C(=O)Nc1cccc(C(C)O)c1 (stereo unspecified),3.2,.
COc1ccc(-n2c(C)ccc2C)c(N)c1,12.3,.
CCOC(=O)N1CCC(NC(=O)C2CCCN2C(=O)OCc2ccccc2)CC1 (stereo unspecified),-6.9,96.0
CC1=C(C(=O)OCC2CCCO2)C(c2ccncc2)C2=C(CCCC2=O)N1 (stereo unspecified),7.0,76.5
O=C(CSc1nc2ccccc2[nH]1)N1CCN(c2ccccc2)CC1,2.1,110.3
COc1ccc2oc(=O)c(C(=O)NCC3CCCO3)cc2c1 (stereo unspecified),-3.8,.
Cc1ccc(S(=O)(=O)c2ccc(C)c(S(=O)(=O)NC3CCCCC3)c2)cc1S(=O)(=O)NC1CCCCC1,-14.3,.
COc1cccc(C(=O)CSc2nnc(-c3ccco3)n2CC2CCCO2)c1 (stereo unspecified),3.5,97.3
CCOc1cc2[nH]c(=O)n(CC3CCC(C(=O)NC(C)CC)CC3)c(=O)c2cc1OCC (stereo unspecified),10.0,.
CC1CC(Nc2ccccc2)c2ccccc2N1C(=O)Nc1cccc(Cl)c1 (stereo unspecified),-15.0,.
CCCCNc1c(C(=O)OCC)c(=O)[nH]c2ccccc12,-2.7,96.5
Cc1ccc(-c2ccc(/C=N/n3cnnc3)o2)cc1Cl,-0.1,54.9
COc1cc(C2C(C#N)=C(C)NC3=C2C(=O)c2ccccc23)cc(OC)c1OC (stereo unspecified),2.3,78.9
Cc1ccc(N(CC(=O)N2CCCC2)S(C)(=O)=O)cc1Cl,7.9,.
CC(O)CNc1nc2c(c(=O)n(C)c(=O)n2C)n1Cc1cccc(Br)c1 (stereo unspecified),6.5,121.2

# Reprinted at random: 2 entries already listed.
SMILES,HePTP inh,BAP1 block
CC(=O)/C=C(/C)NC(Cc1c[nH]c2ccccc12)C(=O)O (stereo unspecified),2.8,89.9
Cc1cc(C)c(NC(=O)c2ccccc2[N+](=O)[O-])c(C)c1,-12.6,.

# (next part)
SMILES,HePTP inh,BAP1 block
CCOC(=O)N1CCC(Nc2c(-c3ccc(C)cc3)c(=O)c2=O)CC1,-1.8,80.9
O=C(NCc1ccco1)c1ccc(COCC(F)(F)F)cc1,2.3,152.2
Cc1ccc(S(=O)(=O)N2CCCN(S(=O)(=O)c3ccc(C)cc3)CC2)cc1,-5.7,104.9
CCn1c(=O)cc(OCC(=O)Nc2ccccc2C#N)c2ccccc21,0.9,97.9
CCOC(=O)N1CCN(S(=O)(=O)c2c(C)[nH]c(=O)[nH]c2=O)CC1,.,102.9
C=CCn1c(SCC(=O)N2CCN(CCO)CC2)nc2sc(C)c(C)c2c1=O,0.0,.
Cc1onc(-c2ccccc2)c1C(=O)Nc1nnc(N2CCCCCC2)s1,4.3,77.5
COc1ccc(C(=O)N2CCNCC2)cc1OC,-3.1,.
CN(C)c1ccnc2sc(C(=O)Nc3ccccc3)c(N)c12,8.6,.
CCOC(=O)c1c(N)sc(C)c1-c1ccc(C(C)(C)C)cc1,-7.3,.
O=C(NCCCNc1ccc([N+](=O)[O-])cc1C(F)(F)F)c1ccc(Cl)cc1,2.2,.
CC(=O)N1CCc2cc(S(=O)(=O)NCCC(=O)NCCc3ccc(C)cc3)ccc21,1.9,118.6
COc1ccccc1CNCc1cccc(Cl)c1,-4.9,.
COc1cc(-c2noc(/C=C/c3ccccc3)n2)cc(OC)c1OC,11.6,.
CN(C)c1ccc(/C=C2\C(=O)C(=O)c3ccccc32)cc1Br,5.1,.

# Structures above containing a COOH group, in the order listed:
SMILES,HePTP inh,BAP1 block
Cc1ccc(NC(=O)C2CC=CCC2C(=O)O)c(Br)c1 (stereo unspecified),-8.9,.
Cc1c(OCC(=O)O)ccc2c1oc(=O)c1ccccc12,-1.5,.
CC(=O)/C=C(/C)NC(Cc1c[nH]c2ccccc12)C(=O)O (stereo unspecified),2.8,89.9

# Remaining list, next part:
SMILES,HePTP inh,BAP1 block
CCOC(=O)C1=C(C)OC(N)=C(C#N)C1c1ccccc1Cl (stereo unspecified),-11.5,.
COc1ccc(NC(=O)C(Cc2ccccc2)NC(=O)c2ccco2)cc1OC (stereo unspecified),1.8,88.8
CCOC(=O)C1CCCN(C(=O)c2sc3nc(-c4ccc(F)cc4)cn3c2C)C1 (stereo unspecified),10.2,100.1
CC(C)(C)c1ccc(-c2nn(CCC#N)cc2/C=N/O)cc1,-0.5,.
Cn1c(=O)n(CC(=O)Nc2ccccc2)c2ccccc21,3.3,151.4
COC(=O)c1ccc(CSc2nc3sc4c(c3c(=O)n2-c2ccccc2)CCCC4)cc1,6.7,.
CSCCC(NC(=O)c1ccco1)C(=O)OCC(=O)Nc1sccc1C#N (stereo unspecified),3.1,80.4
Cc1ccc2c(Cl)c(C(=O)Nc3nncs3)sc2c1,1.6,.
Cc1cc(C)n2nc(C(=O)N3CCOCC3)nc2n1,-3.9,115.9
Nc1nnnn1/N=C/C=C/c1ccccc1,6.6,77.4
Cc1occc1C(=O)Nc1ccccc1F,3.7,.
CCOc1cc(OCC)cc(C(=O)Nc2ccc(Cl)cn2)c1,9.0,.
Cc1ccc(CNC(=O)C2CC(=O)N(C3CCCCCCC3)C2)cc1 (stereo unspecified),4.6,99.3
COCCn1c(C)cc(C(=O)CSc2ncnc3sc4c(c23)CCC4)c1C,12.4,62.0
Cc1cc(-c2ccccc2)c2nncn2n1,78.0*!,85.5
CCOc1ccccc1C1CC(=O)Nc2cc(OC)c(OC)c(OC)c21 (stereo unspecified),-14.2,117.4
COc1ccccc1Oc1cc(C#N)c(C#N)cc1-n1nnc2ccccc21,-7.0,53.4
CCOC(=O)C1=C(C)OC(N)=C(C#N)C1c1ccoc1 (stereo unspecified),-0.2,103.1
COC(=O)CN(c1ccc(F)cc1)S(=O)(=O)c1ccc2c(c1)OCCO2,8.5,105.9
Cc1ccc(/C=N/NC(=O)CSc2nc3ccccc3[nH]2)o1,-5.9,.
CCOC(=O)c1ccc(NC(=O)C2CCCN2S(=O)(=O)c2ccc(C)cc2)cc1 (stereo unspecified),6.3,108.8
Cc1nnc(Sc2nc3c(c(=O)[nH]c(=O)n3C)n2CCCc2ccccc2)s1,-1.4,94.2
O=C1C2ON(c3ccccc3)C(c3cccc(Br)c3)C2C(=O)N1c1ccccc1 (stereo unspecified),5.0,.
O=C1NCCCc2nonc21,3.9,91.6
COc1cccc(CNC(=O)C2CCCN(c3nc4ccccc4o3)C2)c1 (stereo unspecified),9.9,106.5
O=C(CSc1nc2ccccc2s1)NCc1ccccc1,5.0,.
CCOc1ccc(/C(O)=C2\C(=O)C(=O)N(CCN(C)C)C2c2cccc(OC)c2OC)cc1Cl (stereo unspecified),3.3,86.3
O=C1c2ccccc2C(=O)N1N1C(=O)c2cccc([N+](=O)[O-])c2C1=O,-13.7,.
CC(=O)c1ccc(NC(=O)Nc2ccccc2C)cc1,9.0,.
O=C(Cn1cnc2c(cnn2-c2ccc(F)cc2)c1=O)N1CCN(c2ccccc2)CC1,1.9,90.3

# Part of the list above in a different format.
CCOC(=O)C1=C(C)OC(N)=C(C#N)C1c1ccoc1 (stereo unspecified)
  HePTP inh: -0.2; BAP1 block: 103.1

COC(=O)CN(c1ccc(F)cc1)S(=O)(=O)c1ccc2c(c1)OCCO2
  HePTP inh: 8.5; BAP1 block: 105.9

Cc1ccc(/C=N/NC(=O)CSc2nc3ccccc3[nH]2)o1
  HePTP inh: -5.9; BAP1 block: .

CCOC(=O)c1ccc(NC(=O)C2CCCN2S(=O)(=O)c2ccc(C)cc2)cc1 (stereo unspecified)
  HePTP inh: 6.3; BAP1 block: 108.8

# Molecules listed so far that contain a tert-butyl group:
SMILES,HePTP inh,BAP1 block
CCOC(=O)c1c(N)sc(C)c1-c1ccc(C(C)(C)C)cc1,-7.3,.
CC(C)(C)c1ccc(-c2nn(CCC#N)cc2/C=N/O)cc1,-0.5,.

# (next part)
SMILES,HePTP inh,BAP1 block
N#CC(C(=O)C12CC3CC(CC(C3)C1)C2)c1nc2ccccc2[nH]1 (stereo unspecified),1.1,60.8
CCOc1cccc(C(=O)Nc2scc(-c3ccc(F)cc3)c2C(=O)OC)c1,-4.0,.
Fc1ccccc1-c1nnc(-c2ccc3c(c2)OCO3)o1,2.2,.
O=[N+]([O-])c1ccc(N2CCOCC2)cc1NCCc1ccccc1,-2.2,67.6
O=C(Oc1ccc(Cl)cc1)c1c(F)cccc1F,-1.1,.
CN1C(=S)SC(C)(NO)C1(C)C (stereo unspecified),-2.0,94.5
CCc1nc(SCC(=O)N2CCC(C)CC2)c2c(=O)n(C)c(=O)n(C)c2n1,-1.8,92.0
COc1ccc(S(=O)(=O)N2CCCN(CCC(=O)Nc3cccc(C(F)(F)F)c3)CC2)cc1,1.7,104.9
COc1ccc(CNCc2cccc(Cl)c2)cc1,-14.8,.
C=CCN(C(=O)CNC(=O)c1ccco1)C(C(=O)NC1CCCCC1)c1ccc(F)cc1 (stereo unspecified),-4.2,96.1
CCCCNC(=O)CCCn1c(=O)c2ccccc2n(CC(=O)NCCC2=CCCCC2)c1=O,7.3,101.7
CC(C)Sc1nc2c(c(=O)[nH]c(=O)n2C)n1C,12.1,110.7
COCCCN1C(=O)/C(=C\c2ccccc2O)C(C(=O)OC)=C1C,6.5,.
CCn1ccnc1C(O)c1cccc(OC)c1OC (stereo unspecified),11.2&-5.3,94.0
